Screening results from PubChem.
697 NFkB inh: inhibitors of PMA/ionomycin-induced NF-kB reporter, 697 cells, primary screen, B-cell NF-kB inhibitor project, cell-based, luminescence, uHTS; 697 B-cell NF-kB luciferase reporter, 16 h; inhibition, % at 4 µM; 330,000 compounds, 0.33% hits; in the data active = inhibition above about 35%
Gli-Sufu antag: Gli-Sufu pathway antagonists, primary screen, luciferase luminescence, Sufu-KO-LIGHT cells, uHTS; AID 588413, 2011; Sufu-KO-LIGHT fibroblasts, Gli luciferase reporter luminescence; inhibition, % at 5 µM; 340,000 compounds, 0.74% hits;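 active = inhibition above about 55%, limit read from the data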;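 also: 0% = DMSO-treated cells and 100% = wells with medium but no cells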
APJ antagonist: antagonists of human apelin receptor APJ, primary screen, CHO-K1 cells, beta-arrestin complementation, luminescence. P35414. inhibition, % at 20 µM. 330,000 compounds, 0.32% hits;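 active = inhibition above about 40% at 20 µM, limit read from the data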;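 also: cells challenged with 10 nM apelin-13 agonist together with compound; plate controls were apelin-13 plus DMSO wells for no effect and DMSO wells lacking apelin-13 for full effect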
Jurkat NFkB inh: inhibitors of induced NF-kB luciferase reporter, primary screen, TCR NF-kB activation inhibitor project, cell-based, luminescence, uHTS. inhibition, % at 4 µM. AID 435003, 2010. 330,000 compounds, 0.53% hits. Jurkat, PMA/ionomycin-induced NF-kB luciferase reporter; in the data active = inhibition above about 50%
CCR6 antagonist: CCR6 receptor antagonists, primary screen, cell-based, CHO-K1, luminescence, beta-arrestin, uHTS; CHO-K1 CCR6 PathHunter beta-arrestin, CCL20-stimulated; inhibition, % at 20 µM; 340,000 compounds, 0.49% hits; AID 493098, 2011;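 active = compounds whose inhibition of the agonist-driven luminescence signal at 20 µM reaches about 50%, limit read from the data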;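 also: cells stimulated with CCL20 at 14 nM final; plate controls were DMSO with CCL20 for no effect and DMSO without agonist for full effect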
Target sequence (P51684 whole entry, looked up): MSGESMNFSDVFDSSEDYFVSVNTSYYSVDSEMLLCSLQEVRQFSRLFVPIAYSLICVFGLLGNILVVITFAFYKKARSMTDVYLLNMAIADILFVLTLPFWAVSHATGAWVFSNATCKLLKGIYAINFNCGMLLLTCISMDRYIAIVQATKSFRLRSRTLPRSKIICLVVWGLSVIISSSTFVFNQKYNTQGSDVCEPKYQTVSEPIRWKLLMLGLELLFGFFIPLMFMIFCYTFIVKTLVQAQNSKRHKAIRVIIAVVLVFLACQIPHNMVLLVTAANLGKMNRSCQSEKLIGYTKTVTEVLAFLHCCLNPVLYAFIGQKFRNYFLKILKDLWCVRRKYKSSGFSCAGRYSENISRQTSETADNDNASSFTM
UBC13 inh: UBC13 polyubiquitin chain formation inhibitors, primary screen, biochemical, TR-FRET, uHTS; AID 485273, 2010; inhibition, % at 20 µM; 330,000 compounds, 0.47% hits; in the data active = inhibition above about 45%, passing the limit was not always enough
Target sequence (P61088 whole entry, looked up): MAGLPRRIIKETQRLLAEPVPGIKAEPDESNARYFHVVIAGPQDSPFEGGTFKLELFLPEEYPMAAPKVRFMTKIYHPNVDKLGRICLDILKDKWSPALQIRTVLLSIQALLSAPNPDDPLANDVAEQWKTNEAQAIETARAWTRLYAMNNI
CXCR6 inh: CXCR6 receptor inhibitors, primary screen, cell-based, beta-arrestin, luminescence, CHO-K1 PathHunter, 1536-well | C-X-C chemokine receptor type 6 (Homo sapiens), O00574 | 360,000 compounds, 0.36% hits | inhibition, % at 20 µM | AID 602244, 2012; in the data active = inhibition above about 34%, passing the limit was not always enough;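 also: antagonist mode with CXCL16 agonist at 10 nM final; 0% = 10 nM CXCL16 with DMSO and 100% = unstimulated wells without agonist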
Target sequence (O00574 whole entry, looked up): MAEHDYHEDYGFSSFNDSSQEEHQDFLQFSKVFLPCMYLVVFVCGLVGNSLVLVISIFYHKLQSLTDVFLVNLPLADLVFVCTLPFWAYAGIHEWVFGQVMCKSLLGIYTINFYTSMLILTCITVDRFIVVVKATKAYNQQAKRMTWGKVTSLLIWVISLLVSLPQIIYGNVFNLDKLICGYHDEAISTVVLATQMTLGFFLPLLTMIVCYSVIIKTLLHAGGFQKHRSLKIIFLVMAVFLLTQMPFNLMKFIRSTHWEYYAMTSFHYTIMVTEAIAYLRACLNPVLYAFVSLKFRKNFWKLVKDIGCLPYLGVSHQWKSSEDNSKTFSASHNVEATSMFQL
EBI2 block: EBI2 receptor antagonists, beta-arrestin recruitment, primary screen, cell-based, luminescence, 7a,25-OHC stimulation, uHTS. 360,000 compounds, 0.81% hits. G-protein coupled receptor 183 (Homo sapiens), P32249. inhibition, % at 5 µM. 7a,25-OHC stimulated; in the data active = inhibition above about 38%;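 also: enzyme fragment complementation signal reports receptor beta-arrestin coupling in cells; 0% = agonist plus DMSO wells and 100% = wells without agonist; some results beyond the cut were filed as inactive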
* = called active by the depositor; / = no result given.

SMILES | 697 NFkB inh | Gli-Sufu antag | APJ antagonist | Jurkat NFkB inh | CCR6 antagonist | UBC13 inh | CXCR6 inh | EBI2 block
COc1ccc(F)cc1C(=O)C1CCCN(Cc2cn(C)c3ccccc23)C1 (centres undefined) | 4 | 35 | 7 | 5 | 3 | 11 | -7 | -1
O=C(Nc1nc(-c2ccccn2)cs1)c1cc2ccccc2o1 | -21 | -35 | -9 | -20 | 33 | -27 | -6 | -5
CCCCn1c(N)c(N(CC(C)C)C(=O)c2cc(S(=O)(=O)N3CCCCC3)ccc2C)c(=O)[nH]c1=O | 24 | 0 | -7 | 6 | 5 | -1 | -4 | -3
O=C(COC(=O)c1cc(=O)c2ccccc2o1)Nc1ccc2ccccc2c1 | -18 | -12 | 5 | -25 | -10 | 2 | -4 | -8
Cc1ccc(C(=O)N/C(=C\c2cccc([N+](=O)[O-])c2)C(=O)NCc2ccncc2)cc1 | 13 | 14 | -4 | 13 | 7 | 1 | -5 | -5
CCCCCCn1c(N2CCN(c3cccc(Cl)c3)CC2)nc2c1c(=O)[nH]c(=O)n2C | -29 | 8 | 18 | -5 | 10 | -1 | 11 | 36*
Cc1nc(C)c(C(=O)Nc2cccc(C)c2C)s1 | 0 | 2 | 17 | -3 | 5 | 0 | 0 | -6
Cc1ccc[n+](CC(=O)Nc2ccc([N+](=O)[O-])cc2Cl)c1 | 11 | 1 | 2 | 1 | -3 | 1 | -10 | -4
COc1ccccc1OCC(=O)NCC1CCCCC1 | -1 | -4 | -2 | 5 | -1 | 1 | -4 | -1
NC(=O)CSc1nc(C23CC4CC(CC(C4)C2)C3)nc2ccccc12 | -2 | -5 | 4 | 8 | -2 | 16 | 5 | 11
O=C(c1cc(-c2ccccc2)nn1-c1ccccc1)N1CCN(S(=O)(=O)c2cccc(F)c2)CC1 | -4 | 6 | 6 | 11 | 14 | -11 | 4 | 3
NC(=O)c1ccc(NC(=O)COC(=O)CCN2C(=O)c3ccccc3C2=O)cc1 | 7 | -6 | -12 | 5 | -1 | 10 | 4 | -4
Cc1ccc(S(=O)(=O)NNC(=O)C2Cc3c(ccc4ccccc34)O2)cc1 (centres undefined) | -6 | 3 | -4 | 9 | -18 | -2 | -8 | 7
Cc1csc(NC(=O)Cn2cnnn2)n1 | 14 | -3 | 14 | 5 | 16 | -6 | -9 | -9
CCOC(=O)c1c(C)[nH]c(C(=O)OCC(=O)N2CC(C)OC(C)C2)c1C (centres undefined) | -3 | 9 | -6 | -12 | 11 | 0 | -4 | 12
CCC1CCCCN1C(=O)CCC(=O)Nc1nnc(C(F)(F)F)s1 (centres undefined) | -16 | -16 | 10 | -2 | -4 | -6 | -3 | -13
Cc1cc(OCC(=O)N2CCN(c3ccccc3)CC2)c2c(C)c(C)c(=O)oc2c1 | -7 | 40 | 3 | 8 | 0 | 3 | 0 | -9
O=C(Nc1cc(S(=O)(=O)N2CCOCC2)ccc1Cl)c1cc([N+](=O)[O-])ccc1Cl | 10 | 0 | -1 | 3 | -16 | -8 | -14 | 2
CN(C(=O)CN1C(=O)CCSc2ccc(S(=O)(=O)N3CCCC3)cc21)c1ccccc1 | 0 | 6 | 31 | 6 | 18 | 0 | -12 | -2
CCn1cc(/C=C(\NC(=O)c2ccccc2F)C(=O)N2CCCC2)c2ccccc21 | 3 | 1 | 27 | -1 | 6 | 0 | -8 | 5
COc1cc2c(cc1OC)CN(c1ccc(C(F)(F)F)cn1)CC2 | -10 | -19 | 18 | -2 | -1 | 6 | 2 | 1
CC12COC3(C(=O)Nc4ccc5ccccc5c4)CC1CCC32C (centres undefined) | -71 | -78 | 3 | -78 | 9 | 7 | -4 | 32
CC(C)[C@H](NC(=O)C1CCN(S(=O)(=O)c2ccccc2)CC1)C(=O)NCc1ccncc1 | 15 | -16 | 1 | 23 | -8 | -6 | -4 | -6
O=C1CCOc2cc(OCc3ccccc3)ccc21 | -147 | -108 | 2 | -126 | -3 | 6 | -3 | -13
Cn1cccc1-c1cc(C(=O)N/N=C/c2ccc(Cl)cc2)[nH]n1 | 14 | -22 | 15 | 3 | 4 | 3 | -6 | 5
CC(C)c1ccccc1NC(=O)C1CCCN(C(=O)c2ccc(Cl)cc2)C1 (centres undefined) | 7 | 5 | 25 | 9 | 21 | 3 | 2 | 5
CC1(C)CC(=O)C(C=NCCO)=C(O)C1 | 19 | 2 | -11 | 9 | 15 | -3 | -10 | 4
O=C(Nc1nc(-c2ccc(F)cc2)cs1)c1cnccn1 | -44 | 4 | 16 | -15 | 17 | -10 | 12 | -1
COc1ccc(C)c2sc(=NC(=O)c3ccccc3)n(C)c12 | -163 | -75 | 20 | -114 | 4 | 44 | 5 | 9
COc1ccc(-n2c(Cc3cccn3C)nnc2SCC(=O)Nc2ccccc2C)cc1 | -10 | -10 | 12 | -3 | 16 | 2 | 10 | 55*
O=C(Nc1ccccc1)Nc1cc([N+](=O)[O-])ccc1F | -133 | 0 | 0 | -96 | 5 | -10 | -5 | -2
N#Cc1ccccc1OCc1cccc(S(=O)(=O)N2CCOCC2)c1 | 4 | -7 | 1 | 1 | 14 | 2 | -4 | -7
COc1ccc(-c2nc(SCC(=O)NC3CCCC3)c(-c3ccc(OC)cc3)[nH]2)cc1 | -5 | -1 | -43 | -2 | 16 | -9 | -1 | 27
CCN(CC)C(=O)CN(c1ccc(F)c(Cl)c1)S(C)(=O)=O | 1 | -2 | 13 | 8 | 4 | 2 | -5 | -10
CCOc1ccc(-c2nnc3sc(COc4ccc(C)cc4)nn23)cc1 | 17 | -8 | -3 | 1 | 12 | 8 | 0 | 6
O=C(Nc1ccc(C(F)(F)F)cc1)c1csc(-c2ccncc2)n1 | -12 | 5 | -13 | 12 | -11 | 11 | -24 | 16
CSC(=Nc1ccccc1)Nc1ccccc1 | 8 | -1 | 15 | 3 | 5 | 2 | 4 | 5
CCN1C(=O)c2cccc3c(NC(=O)c4cccc(N5C(=O)CCC5=O)c4)ccc1c23 | 36* | 15 | 0 | 3 | -2 | -14 | -2 | -6
Cc1cc(C)cc(N(C(C)C(=O)NCCC2=CCCCC2)S(C)(=O)=O)c1 (centres undefined) | 0 | 7 | -4 | -3 | 14 | 5 | 6 | 3
Cc1ccnc(NC(=O)COc2ccc3oc4c(c3c2)CCCC4)c1 | -2 | -24 | -12 | -29 | 7 | -8 | 4 | 4
O=C(c1ccc(S(=O)(=O)Cc2cc(F)ccc2F)c([N+](=O)[O-])c1)N1CCCC1 | 23 | / | -35 | 11 | -12 | -9 | -9 | -27
C=CCn1cnc2c(sc3nc(C)cc(C)c32)c1=O | 0 | -11 | 18 | -5 | 10 | 0 | 4 | 2
CCCC(=O)C1=C(O)C(C(=O)OC)C(C)(C)CC1=NC (centres undefined) | 25 | -16 | 23 | -4 | 15 | 3 | 3 | -3
CC1CCN(C(=O)C(NS(=O)(=O)c2cccc3nsnc23)C(C)C)CC1 (centres undefined) | -28 | 44 | 11 | 0 | 12 | -5 | 2 | -10
COc1ccccc1C(=O)N1CCN=C1SC | 6 | 7 | 8 | -18 | 15 | 4 | -7 | 0
Cc1sc(N(C(=O)CCc2ccccc2)c2ccc(C(=O)O)cc2)nc1-c1ccccc1 | 6 | 11 | 5 | 0 | 4 | -13 | -4 | 9
Cc1ccc(NS(=O)(=O)c2ccc(C3CCCCC3)cc2)cc1 | -26 | 6 | 6 | 8 | 15 | -8 | -6 | -3
Cc1nn2c(-c3ccncc3)ccnc2c1Cl | 10 | 1 | 8 | 9 | 5 | 6 | -7 | -3
Cc1cccnc1NC(=O)c1ccc2c(c1)OCO2 | -15 | -8 | 10 | -11 | 2 | -10 | 8 | 3
O=C(O)C1CC(=O)N(CCc2c[nH]c3ccccc23)C1 (centres undefined) | 2 | -7 | 4 | -8 | -1 | 9 | -4 | -2
CCC(CC)c1nnc(NC(=O)c2ccco2)s1 | -34 | -14 | -31 | -8 | 4 | -24 | 2 | -6
COC(CNC(=O)c1ccc(N2CCC3(CC2)OCCO3)c([N+](=O)[O-])c1)OC | 12 | 0 | -4 | 8 | 9 | -1 | -3 | -2
Cc1occc1C(=O)NC(C)C12CC3CC(CC(C3)C1)C2 (centres undefined) | -3 | 1 | -19 | -21 | 7 | 2 | 7 | 4
Cc1cc(Cl)cc(Cl)c1OCCCCN(C)C | -7 | 0 | -3 | -7 | 17 | 7 | -7 | 0
COc1ccc(C)cc1-n1ccn(CC(=O)Nc2ccc(Br)cc2F)c(=O)c1=O | 5 | 2 | 5 | 10 | 3 | 0 | 1 | 2
CN(C)CCN1C(=O)C(=O)/C(=C(/O)c2ccc3c(c2)OCCO3)C1c1ccccn1 (centres undefined) | 4 | 1 | -11 | -28 | -5 | -6 | 2 | -8
O=c1c2ccccc2ncn1-c1cccc(Cl)c1 | 1 | -5 | 10 | -17 | 20 | 4 | 6 | -6
COc1ccc([N+](=O)[O-])cc1N(CC(=O)Nc1ccccc1C(=O)NC(C)C)S(C)(=O)=O | 2 | 0 | 13 | -10 | 18 | 0 | -2 | -5
COc1ccc(C(F)(F)F)cc1NC(=O)c1nc2nc(C)cc(C(F)F)n2n1 | 9 | -1 | 4 | 6 | -1 | -13 | -5 | -3
Cc1onc(-c2ccccc2)c1C(N)=O | -3 | 6 | 25 | 0 | -2 | 2 | -5 | -2

697 NFkB inh, what is marked active above.
Compound	697 NFkB inh	APJ antagonist	Jurkat NFkB inh	CCR6 antagonist	UBC13 inh	CXCR6 inh	EBI2 block
CCN1C(=O)c2cccc3c(NC(=O)c4cccc(N5C(=O)CCC5=O)c4)ccc1c23	36*	0	3	-2	-14	-2	-6

New compounds follow:
SMILES | 697 NFkB inh | Gli-Sufu antag | APJ antagonist | Jurkat NFkB inh | CCR6 antagonist | UBC13 inh | CXCR6 inh | EBI2 block
O=c1c(-c2nnc(SCc3ccc(Cl)cc3Cl)o2)cccn1Cc1ccccc1 | -11 | -1 | -4 | -9 | 24 | 9 | 15 | 31
O=C(C1=C[C@H](c2ccccc2)C[C@H](OCCCCO)O1)N1CCOCC1 | -28 | 39 | 5 | 4 | -9 | -8 | -4 | -18
NS(=O)(=O)c1ccc(Cl)cc1[N+](=O)[O-] | -29 | -1 | -29 | -13 | -2 | -8 | -3 | 0
Cc1ccc(C(=O)Nc2ccc(Nc3ccccc3)cc2)cc1C | -73 | -6 | 8 | -45 | 2 | -3 | -13 | 12
O=C(Nc1ccc(S(=O)(=O)N2CCCC2)cc1)C1COc2ccccc2O1 (centres undefined) | -6 | -2 | 30 | -3 | 10 | 3 | -5 | 4
CC(c1ccccc1)N1CC(C(=O)O)CC1=O (centres undefined) | 0 | 7 | 8 | 11 | -3 | 4 | 6 | 0
COc1cccc(NC(=S)N/N=C2\CC(C)(C)Oc3ccc(O)cc32)c1 | 19 | -8 | 25 | 0 | 22 | 2 | 13 | 10
COC(=O)c1ccc(NC(=O)CNc2ccccc2)cc1 | 7 | -26 | -12 | -18 | 2 | 10 | 6 | -8
Cc1c(CCC(=O)O)c(=O)oc2c(C)c(OCc3cc4c(cc3Cl)OCO4)ccc12 | 15 | 8 | 6 | -13 | 11 | 1 | -1 | -4

Some of the entries above, set out differently.
Results follow in this order: 697 NFkB inh	Gli-Sufu antag	APJ antagonist	Jurkat NFkB inh	CCR6 antagonist	UBC13 inh	CXCR6 inh	EBI2 block
- O=c1c(-c2nnc(SCc3ccc(Cl)cc3Cl)o2)cccn1Cc1ccccc1
    -11	-1	-4	-9	24	9	15	31
- COc1cccc(NC(=S)N/N=C2\CC(C)(C)Oc3ccc(O)cc32)c1
    19	-8	25	0	22	2	13	10
- CC(c1ccccc1)N1CC(C(=O)O)CC1=O (centres undefined)
    0	7	8	11	-3	4	6	0
